Screens from PubChem BioAssay.
RSV CPE inhibition = RSV antiviral activity via CPE protection, HEp-2 cells, primary 10 µM value included (AID 2391) | HEp-2 cells, RSV-induced CPE inhibition; higher % means a stronger effect | 0.13% of 310,000 active | CPE inhibition, % at 10 µM; hits with a dose series show IC50 in µM; in the data active means a potency from the dose series; inconclusive means CPE inhibition mostly from about 23% at the one dose, without a potency; inactive means the rest, 99 in 100 with CPE inhibition below about 21%; further: strong numbers were not always called active
T cell modulator = modulates CD8 T cell binding to vesicles; 2C CD8+ T cell-vesicle binding, flow cytometry; hits give low values; calls only at 7 µM; 0.068% of 330,000 active;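 active means response, share of CD8 T cells binding vesicles, and their 90th percentile fluorescence all below set limits, cut at about 80% in these data, passing the limit was not always enough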
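Material: 2C TCR transgenic mouse naive CD8+ T cells, MACS-purified. Also added: QL9-charged Drosophila Ld/ICAM-1/B7-1 vesicles. Timing: binding 1.5 h at 37 °C. Measured by: high-throughput flow cytometry with anti-B7-1 and anti-CD8 staining. Read-out: percent CD8+ FL2 mean versus row control. Controls: Unloaded micro-vesicles (low), QL9 vesicles with 0.7% DMSO (high).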
West Nile antiviral = West Nile virus antiviral activity, cell-based, CPE readout (AID 1621); West Nile virus-infected cells, CPE inhibition; higher % means a stronger effect; CPE inhibition, % at 10 µM; hits with a dose series show IC50 in µM; 0.02% of 290,000 active; in the data active means a potency from the dose series; inconclusive means CPE inhibition mostly from about 3.7% at the one dose, without a potency; inactive means the rest, 99 in 100 with CPE inhibition below about 2.2%; further: strong numbers were not always called active
Myeloid diff MLP = compounds promoting myeloid differentiation; ER-HoxA9 myeloid progenitors, lysozyme-GFP differentiation, flow cytometry; calls only at 10 µM; 1% of 360,000 active; AID 624256;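 active means normalized GFP-positive differentiation at or above the plate's own cutoff, the solvent-only control mean plus 3 SD; inconclusive means no clear call, values can overlap the other calls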;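 further: cells exposed to compound for four days before flow analysis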
WT yeast gro inh = growth inhibition of WT yeast, mitochondrial fusion screen. mitochondrial fusion phenotypic screen, WT strain. inhibition, % at 10 µM. 2.1% of 190,000 active. AID 1362; in the data active means inhibition above about 58%; tested in S. cerevisiae
MgcRacGAP inhibition = MgcRacGAP GTPase-activating activity inhibitors, confirmation, biochemical, ADP Hunter fluorescence | MgcRacGAP-stimulated Rac1 GTP hydrolysis, ADP Hunter fluorescence; higher % means a stronger effect; GST-tagged Rac1 F28L mutant substrate | 0.6% of 340,000 active | AID 624330 | inhibition, % at 30 µM; hits with a dose series show IC50 in µM;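 active means first-screen hits whose inhibition reached a set limit at any dose in the follow-up dose series; inconclusive means inhibition above the set first-screen limit but never retested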;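 further: fluorescence reports GDP produced by GAP-driven GTP hydrolysis; strong numbers were not always called active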
bCat nuc transl = alters nuclear translocation of beta-catenin in HeLa cells. immunofluorescence imaging. 0.3% of 190,000 active. nuclear translocation activity, % at 5 µM. AID 1665;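 active means nuclear translocation activity above 50% at 5 µM, with a well cell count of 50 or more; inconclusive means wells under 50 cells across six images, flagged as toxic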;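 further: per-cell ratio of nuclear to cytoplasmic median beta-catenin stain intensity; plate controls were DMSO negative control for no effect and GSK-3 inhibitor IX positive control for full effect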
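Technique: fluorescence imaging of beta-catenin antibody stain plus DAPI / Material: human HeLa cell line / Incubation: compound treatment 24 h, 37°C, 5% CO2 / Read-out basis: % activation of per-cell nuclear versus cytoplasmic median beta-catenin signal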
Large T inhibition = TAg ATPase/helicase activity blockers – biochemical (AID 1903); SV40 large T antigen ATPase/helicase inhibition assay; higher % means a stronger effect; inhibition, % at 20 µM; hits with a dose series show IC50 in µM; 0.39% of 310,000 active; in the data active means a potency from the dose series; inconclusive means inhibition mostly from about 32% at the one dose, without a potency; inactive means the rest, 99 in 100 with inhibition below about 32%; further: strong numbers were not always called active
Salmonella PhoP GFP = PhoP-dependent GFP reporter repression – Salmonella Typhimurium, primary screen (AID 1863). 0.16% of 300,000 active. one-dose inhibition, % at 50 µM; IC50 in µM for titrated hits. S. Typhimurium PhoP-regulated promoter GFP reporter, 4 h; higher % means a stronger effect;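 active means inhibition over 29.93%, a cutoff 3 SD above the screen mean, later confirmed by dose response; inconclusive means inhibition over 29.93% but no dose response follow-up; inactive means inhibition at most 29.93% or unconfirmed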;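 further: 0% = low Mg2+ inducing control and 100% = high Mg2+ repressing control; strong numbers were not always called active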
WT yeast gro inh mutant strain = recorded beside WT yeast gro inh, whose call it bears; inhibition, %; mitochondrial fusion phenotypic screen, mutant strain inhibition
bCat nuc transl cell count 5 µM = recorded beside bCat nuc transl, whose call it bears; cell count; measured here: cell count, cytotoxicity flag
T cell modulator vesicle-bound % = recorded beside T cell modulator, whose call it bears; double positive events, %; measured here: CD8+ vesicle-bound cell fraction;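 binding gate set so that unloaded-vesicle control wells show 10% double positive cells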
Myeloid diff MLP GFP+ MAC1+ % = second read-out of Myeloid diff MLP, no call of its own (marks repeat the call); GFP+ MAC1+ double positive, %; measured here: differentiation confirmed by MAC1 staining
* marks the source's active call; other numbers are inactive results; i = inactive; ? = inconclusive; / = not tested or not shown.

SMILES	RSV CPE inhibition	T cell modulator	T cell modulator vesicle-bound %	West Nile antiviral	Myeloid diff MLP	Myeloid diff MLP GFP+ MAC1+ %	WT yeast gro inh	WT yeast gro inh mutant strain	MgcRacGAP inhibition	bCat nuc transl	bCat nuc transl cell count 5 µM	Large T inhibition	Salmonella PhoP GFP
CC(C)(C)NC(=O)CSCc1ccc(Br)cc1	2.0%	i	29	0.6%	i	2.0	-5	8	-13%	-0.1	1556	10%	2%
O=C(Nc1ccc2oc(-c3ccccc3F)nc2c1)c1ncn[nH]1	6.3%	i	26	/	i	0.3	-29	-14	8%	-4.6	1094	-1%	4%
C/C(=C\C(=O)c1ccc(C)cc1)NCc1ccc(F)cc1	1.4%	i	29	0.0%	i	0.7	/	/	6%	/	/	/	/
COc1ccc(C2=NOC(C(=O)N3CCN(C(=O)c4ccco4)CC3)C2)cc1OC (stereo unspecified)	1.1%	i	40	1.4%	i	2.4	/	/	7%	/	/	8%	-3%
O=C(O)c1cc2nc3c(c(C(F)(F)F)n2n1)CCc1ccccc1-3	1.9%	i	61	0.0%	i	1.8	1	7	0%	-0.2	1144	15%	-16%
CC(C)Sc1cc(N2CCOCC2)nc(-c2ccc(Cl)cc2)n1	4.4%	i	56	0.4%	i	0.7	-10	-14	16%	2.1	1327	-2%	-4%
COc1ccc(N2CCN(C(=O)CSc3nnc(NC(=O)C4CCC4)s3)CC2)cc1	4.6%	i	32	-0.7%	i	0.2	-25	-11	10%	-0.7	991	5%	2%
COC(=O)CCCNC(=O)c1ccc2oc(CCCc3ccccc3)nc2c1	1.0%	i	34	-0.6%	i	0.4	/	/	7%	/	/	3%	7%
Cn1cc(C(=O)c2ccc(F)cc2)cc1-c1nc2ccccc2n1C	1.7%	i	9	0.0%	i	0.6	8	17	8%	/	/	2%	8%
CCOc1ccc2ncc(S(=O)(=O)c3ccc(C)cc3)c(N3CCC4(CC3)OCCO4)c2c1	7.6%	i	45	0.6%	i	0.9	14	-12	-2%	1.4	1097	21%	-4%
O=C(N1CCOCC1)N1CCN(c2ccc(F)cc2)CC1	0.0%	i	25	0.0%	i	12	-7	9	1%	/	/	3%	1%
O=C(Nc1ccccc1)c1cc2ccccc2[nH]1	6.7%	i	51	-0.8%	i	0.5	-9	-23	3%	-3.4	582	3%	0%
CN(C(=O)COC(=O)C1CSC2(C)CCC(=O)N12)c1ccccc1 (stereo unspecified)	4.9%	i	33	/	i	1.0	/	/	8%	/	/	1%	2%
CCN(CC)C(=O)C(=O)c1cn(CC(=O)N2CCc3ccccc3C2)c2ccccc12	1.4%	i	26	-1.0%	i	0.1	-5	1	3%	-1.6	1011	11%	4%
COc1ccccc1NC(=O)C(=O)NCC1CCCN1S(=O)(=O)c1cccs1 (stereo unspecified)	-2.0%	i	31	/	/	/	/	/	2%	/	/	10%	4%
Cc1c(O)ccc(-c2[nH]ncc2-c2nc3ccccc3s2)c1O	3.6%	i	13	-0.2%	i	0.5	-8	-2	?	-3.1	1280	29%	0%
CCOC(=O)C1(Cc2cccc(OC)c2)CCN(Cc2ccc3c(c2)OCCO3)CC1	-0.9%	i	52	-2.0%	i	0.6	6	1	3%	0.0	988	/	/
CC(C)NC(=O)NCCCCCCS(C)=O (stereo unspecified)	3.3%	i	22	-0.3%	i	3.5	-5	5	-1%	1.0	997	10%	7%
Cc1ccc(-c2ccc(/C=C/C(=O)c3ccccc3)o2)cc1	53%	i	36	-0.7%	?	/	-1	-5	11%	-0.6	1092	-2%	3%
O=C(Nc1ccc(F)cc1)c1ccc2[nH]c(=O)c(=O)[nH]c2c1	0.3%	i	14	0.5%	i	0.4	/	/	0%	/	/	18%	-6%

Retrieved by structure from the entries so far, 2 records:
SMILES	RSV CPE inhibition	T cell modulator	T cell modulator vesicle-bound %	West Nile antiviral	Myeloid diff MLP	Myeloid diff MLP GFP+ MAC1+ %	WT yeast gro inh	WT yeast gro inh mutant strain	MgcRacGAP inhibition	bCat nuc transl	bCat nuc transl cell count 5 µM	Large T inhibition	Salmonella PhoP GFP
O=C(Nc1ccc(F)cc1)c1ccc2[nH]c(=O)c(=O)[nH]c2c1	0.3%	i	14	0.5%	i	0.4	/	/	0%	/	/	18%	-6%
CCOC(=O)C1(Cc2cccc(OC)c2)CCN(Cc2ccc3c(c2)OCCO3)CC1	-0.9%	i	52	-2.0%	i	0.6	6	1	3%	0.0	988	/	/

The results go on:
SMILES	RSV CPE inhibition	T cell modulator	T cell modulator vesicle-bound %	West Nile antiviral	Myeloid diff MLP	Myeloid diff MLP GFP+ MAC1+ %	WT yeast gro inh	WT yeast gro inh mutant strain	MgcRacGAP inhibition	bCat nuc transl	bCat nuc transl cell count 5 µM	Large T inhibition	Salmonella PhoP GFP
CCN(CC)C(=O)C1CCN(S(=O)(=O)c2ccc3oc4ccccc4c3c2)CC1	3.7%	i	37	-0.5%	i	8.4	11	1	0%	/	/	?	-1%
COCCn1c(SCC(=O)Nc2ccccc2OC)nc2c([nH]c3ccccc32)c1=O	0.2%	i	10	3.1%	i	1.3	/	/	6%	/	/	5%	-8%
COc1ccc(OCc2cc(C(=O)N3CCC(c4ccccc4)CC3)no2)c(Cl)c1	13%	i	60	-0.3%	?	/	/	/	3%	/	/	24%	-1%
O=c1ccc(-c2nc3ccccc3n2Cc2ccc(Cl)cc2)c[nH]1	7.0%	i	55	-0.1%	i	0.2	/	/	8%	/	/	19%	-7%
COC(=O)c1nn(-c2ccccc2)ccc1=O	0.6%	i	9	0.1%	i	1.0	-10	-33	7%	/	/	6%	0%
COC(=O)c1ccc(OCC(O)CNC2CCCC2)cc1 (stereo unspecified)	-0.5%	i	18	-1.0%	i	0.2	/	/	12%	/	/	1%	6%
Cc1cc(C)n(-c2ccccc2C#N)n1	1.5%	i	28	0.3%	i	0.2	/	/	13%	0.7	1297	7%	-1%
CNC(=O)c1cc2c(=O)n3cc(C)ccc3nc2n(C(C)C)c1=N	-0.5%	i	33	-0.1%	i	1.6	10	4	10%	-1.3	799	13%	-5%
CN(CCC1CCOCC1)C(=O)c1cc(COc2c(F)cccc2F)on1	-1.5%	i	28	0.1%	i	0.0	/	/	-1%	/	/	16%	6%
Cc1onc(-c2ccccc2)c1CNC(=O)C1COc2ccccc2O1 (stereo unspecified)	-0.4%	i	27	-0.1%	i	0.7	/	/	-1%	7.9	916	12%	1%
Cc1sc2nc(SCC(=O)N(C)c3ccccc3)n(C)c(=O)c2c1C	4.9%	i	73	-0.8%	i	0.5	/	/	-2%	/	/	4%	-4%
Cc1noc(C)c1C(=O)Nc1ccc(Cl)cc1C(F)(F)F	-1.9%	i	18	-0.2%	i	0.5	20	16	2%	-4.1	720	-3%	4%
C=CCSc1n[nH]c2nc3c(c(=O)n12)C1(CCCC1)Cc1ccccc1-3	2.6%	i	6	/	/	/	-6	8	14%	-0.8	1039	-2%	-13%
Cc1ccc2nc(N3C(=O)C(O)=C(C(=O)c4ccco4)C3c3ccc(C)o3)sc2c1 (stereo unspecified)	17%	i	48	-0.7%	i	1.1	/	/	15%	/	/	4%	3%
Cc1cccc(CSCCNC(=O)CCSc2ccccc2)c1	2.0%	i	55	-0.5%	i	0.8	44	30	2%	-1.2	493	7%	-9%
O=S1(=O)CCN(Cc2csc(-c3cccs3)n2)CC1	/	i	43	-0.5%	i	0.7	/	/	-10%	-1.8	1152	7%	-2%
COC(=O)C(Cc1ccc(OC(=O)c2ccccc2C)cc1)N1Cc2ccccc2C1=O (stereo unspecified)	3.8%	i	36	0.9%	i	0.5	21	4	0%	1.6	1063	6%	-1%
COc1cc2c3nnc(-c4ccc(F)cc4)c-3cn(Cc3ccc(F)cc3)c2cc1OC	-2.5%	i	46	?	i	0.9	4	14	5%	/	/	-7%	-58%
CCC(C)NS(=O)(=O)c1cccs1 (stereo unspecified)	2.1%	i	44	0.2%	i	0.6	9	13	5%	/	/	0%	-3%
CCOc1ccc(N2C(N)=NC(N)=NC2(C)C)cc1	2.1%	i	30	0.5%	?	/	2	13	10%	1.5	1183	3%	0%
Cc1cc(C)nc(SCC(=O)N(C)CC(=O)Nc2c(Cl)cccc2Cl)n1	-0.4%	i	36	/	/	/	/	/	2%	/	/	10%	1%
C/C(=N/NC(=O)CNC(=O)Cc1ccc(Cl)cc1)c1ccco1	/	i	15	-0.6%	i	0.0	/	/	/	-1.8	1162	11%	-5%
CCn1c(SCC(=O)Nc2nncs2)nnc1-c1ccco1	0.2%	i	10	0.1%	i	1.4	/	/	-5%	/	/	-1%	5%
CC(=O)Cn1ncc(Br)c(Br)c1=O	/	/	/	-2.1%	?	/	6	10	2%	1.1	1511	23%	-2%
O=C(O)c1c[nH]c2ccc(S(=O)(=O)N3CCN(c4ccc(F)cc4)CC3)cc2c1=O	-2.4%	i	19	0.1%	i	7.6	16	13	2%	-1.6	1100	16%	-4%
COc1ccccc1C(=O)N1CCNC(=O)C1CC(=O)Nc1ccc(Cl)cc1 (stereo unspecified)	0.0%	/	/	-0.2%	i	1.3	-3	-7	2%	-3.7	1085	0%	18%
COCC(=O)N1CCC(n2nccc2NC(=O)CCOc2ccccc2)CC1	0.7%	i	9	-0.7%	i	1.2	/	/	4%	/	/	-15%	2%
O=C(CCNC(=O)c1ccc(Cl)cc1)NN1C(=O)NC2(CCCCC2)C1=O	0.3%	i	35	/	i	0.3	/	/	8%	/	/	/	/
CCn1c(SC)nnc1-c1ccc(S(=O)(=O)N2CCCCC2)cc1	0.0%	i	40	-0.3%	i	1.5	/	/	-4%	/	/	/	/
CC1(C)C(=O)Nc2ccccc2N1C(=O)COC(=O)Cn1cnc2ccccc2c1=O	0.9%	i	32	0.2%	i	0.6	-8	-6	8%	-0.2	1184	4%	-7%
CC(=O)O[C@H]1CC[C@@]2(C)C(CCC3C2CC[C@]2(C)OC(=O)CCC32)C1 (stereo partly specified)	2.5%	i	16	-0.2%	i	0.8	19	12	6%	-1.1	1076	21%	-4%
Cc1cc(=O)oc2cc(NC(=O)COc3ccccc3[N+](=O)[O-])ccc12	3.6%	i	56	/	i	0.7	/	/	2%	/	/	/	/
O=S(=O)(c1ccc(Oc2ccc(Br)cc2)cc1)N1CCOCC1	1.6%	i	30	-0.6%	i	0.5	35	53	-1%	/	/	2%	26%

Not a hit list; overall some 3.6% were active at least once.
